Bioassay records as filed in PubChem.
PAX8 inh HTS = lowers PAX8-driven luciferase in RMG-I cells; hit rate 1.2% among 360,000; inhibition, % at 12.6 µM; AID 652154; RMG-I TPO-luciferase reporter, SteadyGlo, 24 h;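 active = mean replicate inhibition at least 60% with every replicate also reaching 60%; inconclusive = only one of the two criteria is met; inactive = mean below 60% and not all replicates reaching 60%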;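 note: luciferase light reporting Pax8 driven TPO promoter activity; plate controls were median of neutral control wells for no effect and mitoxantrone controls for full effect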
FN deposit inh = fibronectin deposition inhibition | AH1F fibroblasts, Alexa488-fibronectin deposition fluorescence, overnight | inhibition, % at 12.6 µM | hit rate 0.086% among 350,000 | AID 743247;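 active = mean inhibition across replicates of 30% or more, regardless of how many single replicates reach that level; inconclusive = mean under 30% yet at least half of replicates reach 30%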;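 note: positive control wells lacked labelled fibronectin entirely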
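Assay system: AH1F fibroblasts assembling fluorescent fibronectin matrix; Amount: 10000 AH1F cells per well; Buffer or medium: DMEM, 2% serum; Probe or stimulus: Alexa488-fibronectin, 24 nM final in well; Doses: single compound dose, delivered by pin transfer; Incubation: 1 h adhesion, overnight exposure; Measured by: fluorescence 485/525 nm; Read-out: fibronectin deposition inhibition.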
EWS-Fli inh = inhibitors of EWS/Fli oncoprotein transcriptional activity; A673 NR0B1-luciferase reporter, viability-normalised; inhibition, % at 12.6 µM; hit rate 0.67% among 350,000; AID 651661;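 active = mean inhibition of at least 50% after viability correction, with every replicate also passing that limit; inconclusive = mean reaches 50% but only one of two replicates passes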;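 note: firefly luciferase signal divided by Alamar Blue viability fluorescence both relative to DMSO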
CFTR F508del cor = CFTR F508del correction in bronchial cells | activity (quench increase), % at 7.58 µM | AID 720511 | CFBE cells, YFP halide quenching; stimulated with forskolin plus potentiator P3; % fluorescence drop versus neutral controls | hit rate 0.36% among 350,000;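 active = mean added fluorescence quench of at least 8% versus neutral control, with both replicates also reaching 8%; inconclusive = only one of the mean or replicate conditions met; inactive = mean below 8% and not both replicates reaching 8%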;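 note: cells transiently co-express mutant CFTR-F508del with the halide-sensitive YFP; corrector assay measuring rescue of mutant channel to the surface after 24 h compound exposure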
GSIS activator = primary screen for activators of insulin secretion dependent on glucose, INS-1E cells, GLuc reporter luminescence; INS-1E GLuc reporter insulin secretion, 2-3 h; activation, % at 16.6 µM; hit rate 0.61% among 370,000; AID 743287;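 active = lowest replicate activation of at least 40%, so every replicate reaches that level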;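 note: 0% = median of neutral control wells and 100% = median of IBMX positive control wells; some compounds called inactive have numbers as strong as hits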
DENV2 CPE rescue = protects cells from dengue virus 2 cytopathic effect; AID 651640; hit rate 1.7% among 350,000; DENV2-infected cells, cytopathic effect rescue, plate reader; CPE inhibition, % at 9.99 µM; in the data active = CPE inhibition above about 20%, passing the limit was not always enough; inconclusive = no clear call, values can overlap the other calls; tested in BHK-21 cells;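 note: 0% = median of neutral control wells and 100% = median of positive control wells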
miR-122 sensor = inhibitors of miR-122 in Huh7 cells | activation (reporter increase), % at 12.5 µM | Huh7 miR-122 Renilla luciferase sensor, 48 h; neutral wells = 0, positive control = 100 | hit rate 0.3% among 340,000;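 active = mean replicate activation score at least 90 and every replicate individually at or above 90; inconclusive = only one of the two criteria met; inactive = neither criterion met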;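 note: higher luciferase means less miR-122 activity so hits act as miR-122 inhibitors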
Starred values were filed as active, the others as inactive; ? = inconclusive; . = not tested or not shown; & = joins results of further samples; [ ] = remark or other dose.

SMILES	PAX8 inh HTS	FN deposit inh	EWS-Fli inh	CFTR F508del cor	GSIS activator	DENV2 CPE rescue	miR-122 sensor
O=C(/C=C/c1ccccc1[N+](=O)[O-])Nc1cc(S(=O)(=O)N2CCOCC2)ccc1N1CCOCC1	20	-3	18	0.4	-13	5	-8
CN(CC(=O)Nc1ccc(S(=O)(=O)N2CCCC2)cc1)Cc1c(F)cccc1Cl	0	3	14	-0.2	-5	17	-9
O=C1C(=O)N(CCN2CCOCC2)C(c2ccc(F)cc2)/C1=C(/O)c1ccc(S(=O)(=O)N2CCOCC2)cc1 (centres undefined)	3	-3	5	-0.2	-4	-1	-2
Cc1c(CC(=O)NCCCO)c(=O)oc2cc3c(cc12)CCC(C)(C)O3	-21	-10	-4	1.8	-5	4	3
CC(C)n1cnc2c(Nc3ccc(F)c(Cl)c3)nc(NCCO)nc21	20	4	-30	-2.7	.	-2	19
NC(=O)NC(=O)CN1c2cccc3cccc(c23)S1(=O)=O	-26	3	0	-1.0	43	11	-1
CNC(=O)C[C@@H]1CC[C@H]2[C@@H](COc3ccc(NC(=O)Nc4ccc(F)cc4)cc3C(=O)N2C)O1	-2	3	0	-1.5	7	11	2[16.7 µM]
CC1(C(=O)Nc2ccccc2F)CCN1C(=O)Cc1cc(F)ccc1F (centres undefined)	-16	-4	-2	0.6	-2	1	4
C[C@@H]1CN([C@H](C)CO)C(=O)c2cccc(NC(=O)Nc3ccc(F)cc3)c2O[C@H]1CN(C)C	-18	6	-7	-0.3	5	17	2[16.7 µM]
O=C(CCc1nc2ccccc2c(=O)[nH]1)NNC(=O)c1ccc(Cl)cc1	10	9	-4	0.0	2	2	-4
N#CCC(=O)Nc1ccc(C(=O)OCC(=O)Nc2cc(-c3ccccc3)nn2-c2ccccc2)cc1	-7	2	-63	0.4	.	2	1
C[C@@H]1CN([C@H](C)CO)C(=O)c2cc(C#Cc3cccnc3)cnc2O[C@H]1CN(C)C	.	9	-8	-0.6	18	-3	-5[16.7 µM]
C=C1C[C@@H]2C[C@@H]2CN(S(=O)(=O)c2ccc(C)cc2)[C@@H]1COCc1ccccc1	-6	-6	1	-0.6	-28	5	.
CO[C@H]1CN(C)C(=O)c2cc(NS(=O)(=O)Cc3ccccc3)ccc2OC[C@H](C)NC[C@H]1C	-3	0	13	4.9	7	?	.
COc1ccc(CNC(=O)N(C)C[C@@H]2OCc3ccccc3-c3ccccc3C(=O)N([C@@H](C)CO)C[C@H]2C)cc1	12	-17	4	3.5	2	-2	.

Further results.
SMILES	PAX8 inh HTS	FN deposit inh	EWS-Fli inh	CFTR F508del cor	GSIS activator	DENV2 CPE rescue	miR-122 sensor
O=C(Nc1ncccc1O)c1ccc(Cl)c(S(=O)(=O)N2CCCCC2)c1	-1	.	0	2.3	12	?	-5
Cc1ccc(-n2c(SCC(=O)N3CCOCC3)nnc2-c2ccncc2)cc1	.	.	9	0.3	-1	-1	17
CCN1CCN(c2ccc(NC(=O)c3ccc(F)cc3)cc2Cl)CC1	0	.	-4	0.7	-5	3	.
Cc1ccc(-n2c(C)cn(C(=O)c3ccccc3)c2=S)cc1	.	-7	.	.	-12	.	-1
CC(C)C[C@@H](CN1CCC[C@H]1CN1C(=O)C(=O)NC[C@@H]1Cc1ccc(O)cc1)N1C[C@H](Cc2ccccc2)N(CCc2ccccc2)C(=O)C1=O	-8	2	0	2.6	-9	-14	.
C[C@@H]1CN([C@@H](C)CO)C(=O)Cc2cc(NC(=O)Nc3ccc(C(F)(F)F)cc3)ccc2O[C@H]1CN(C)Cc1ccccc1	68*	-8	14	1.6	-9	7	-30[16.7 µM]
COc1cc(/C=C(\C#N)c2nn(CCO)c(N)c2C#N)cc(OC)c1OC	0	0	9	0.9	5	6	-11
COc1ccc(C(CNC(=O)COc2ccc(F)cc2Cl)N2CCCCC2)cc1 (centres undefined)	6	4	4	-1.3	-5	16	-9
CCCCN(C)C(=O)c1cn(CC)c2ccc(S(=O)(=O)N(C)C)cc2c1=O	-2	7	4	4.7	-3	19	5
O=C(CN1C(=O)COc2ccc(S(=O)(=O)N3CCOCC3)cc21)NCc1ccco1	17	-1	-5	-3.1	19	-4	.
Cc1sc2ncnc(SCC(=O)NC3CCCC3)c2c1C	-1	5	1	-1.4	5	0	-1
COc1cc(NC(=S)NCCC(c2ccccc2)c2ccccc2)cc(OC)c1	6	-13	6	1.8	5	1	.
O=C(Nc1cccc(F)c1)N1CCCCN2[C@@H](CO)[C@@H](c3ccc(C#Cc4cccnc4)cc3)[C@@H]2C1	3	13	5	-1.0	-21	-16	-3[16.7 µM]
O=[N+]([O-])c1ccc(S(=O)(=O)NN=CCCc2ccccc2)cc1	27	4	13	-0.2	.	-2	-4
Cn1c(NNC(=O)c2cccc3ccccc23)cc(=O)n(C)c1=O	0	2	-3	5.1	-13	-4	-1

More structures
SMILES	PAX8 inh HTS	FN deposit inh	EWS-Fli inh	CFTR F508del cor	GSIS activator	DENV2 CPE rescue	miR-122 sensor
CCN(CC)S(=O)(=O)c1cc(C(=O)c2nccn2C)ccc1Cl	-40	0	-9	-0.3	6	-9	.
COc1ccc(Cl)cc1NC(=O)C1CC(c2c(F)cccc2Cl)=NO1 (centres undefined)	2	7	4	1.4	-2	3	5
Cc1cccc(NS(=O)(=O)c2cc(C(=O)OC(C)C(=O)NCc3ccc4c(c3)OCO4)ccc2C)c1 (centres undefined)	16	2	-4	.	-24	1	73
C[C@H]1CN([C@@H](C)CO)C(=O)c2cccc(NS(=O)(=O)c3cn(C)cn3)c2O[C@H]1CN(C)S(C)(=O)=O	-15	-8	-2&-3	-1.1&-0.9	16&0	-3	-4[16.7 µM]
CC(C)CCn1c(SCC(=O)NC2CC2)nc2cc(Cl)ccc2c1=O	-13	2	3	3.0	11	-8	4
COCC#Cc1cnc2c(c1)C(=O)N([C@H](C)CO)C[C@H](C)[C@@H](CN(C)S(=O)(=O)c1ccccc1)O2	-2	-2&8	-8&-1&-1	-1.2&1.4&-1.5	6&-1	3&-8&-2	0
COc1ccc(OCCCn2cccc2/C=C2/C(=N)N3OC(C)=CC3=NC2=O)cc1	-43	-12	-39	-2.1	-2	-4	.
c1coc(-c2nc(-c3ccco3)c(-c3ccco3)nc2-c2ccco2)c1	.	6	.	.	-3	.	-6
C[C@H]1CCCCO[C@@H](CN(C)C(=O)Nc2ccc(C(F)(F)F)cc2)[C@@H](C)CN([C@@H](C)CO)C(=O)c2cc(NS(=O)(=O)c3cn(C)cn3)ccc2O1	91*	-7	28	1.1	-14	12	48[16.7 µM]
CCCC(=O)Nc1ccc2c(c1)C(=O)N(C)C[C@@H](OC)[C@@H](C)CN(C(=O)C1CCCC1)[C@@H](C)CO2	-3	3	4	-0.7	-9	-4	.
Cc1cc(C)c(C(=O)C(C)OC(=O)Cc2n[nH]c(=O)c3ccccc23)cc1C (centres undefined)	5	.	.	0.6	9	1	1
COc1ccccc1N(C)S(=O)(=O)c1ccc(C(=O)N2CCCc3ccccc32)cc1	28	3	11	-1.7	-2	0	.
Cc1ccc(OCCC(=O)OCC(=O)NC(=O)NC2CCCC2)cc1	-3	-4	-5	0.7	-12	0	.
C[C@@H]1CN([C@H](C)CO)C(=O)c2cc(C#Cc3cccc(F)c3)cnc2O[C@@H]1CN(C)CC1CCOCC1	6	.	-3	0.6	16	1	-3[16.7 µM]
Cc1ccc(NCC(=O)N/N=C/c2ccc(C(=O)O)cc2)cc1	4	4	7	1.7	18	-6	9

Carrying on:
SMILES	PAX8 inh HTS	FN deposit inh	EWS-Fli inh	CFTR F508del cor	GSIS activator	DENV2 CPE rescue	miR-122 sensor
Cc1cc(C(=O)Cn2cnc3cc(F)ccc3c2=O)c(C)n1C1CC1	-22	-5	-2	5.4	-5	-11	-5
O=C(Nc1ccc(F)cc1)c1nn(-c2ccccc2)c(=O)cc1Cl	19	.	11	0.0	-1	.	.
Cc1ccc(CNc2ccc3nnc(-c4ccccc4)n3n2)cc1	-13	-6	19	0.0	5	-3	-12
COc1ccccc1S(=O)(=O)N(C)C[C@H]1Oc2cc(C#CCC(C)C)ccc2S(=O)(=O)N([C@@H](C)CO)C[C@@H]1C	.	.	16	0.0	-27	103*	47[16.7 µM]
CCn1nnnc1-c1ccc(OC)c(S(=O)(=O)Nc2ccc(C(=O)OC)cc2)c1	.	1	.	.	15	.	13
O=C(Nc1nnc(COc2ccc(Cl)cc2)s1)c1cccs1	-51	3	.	.	.	.	3
O=C(COc1ccccc1)N1CCN=C1c1ccccc1	8	-5	.	.	.	.	-14
COC(=O)c1ccc(CNC(=O)C2CCC(=O)N(C3CCCCCC3)C2)cc1 (centres undefined)	0	-5	.	-4.1	-14	?	0
O=C(C[C@H]1CC[C@H](NC(=O)Nc2ccc(C(F)(F)F)cc2)[C@@H](CO)O1)NCCN1CCCC1	-2	7	1	-2.4	-1	-7	5[16.7 µM]
COCC(=O)N1CC[C@H]2[C@H](CO)Nc3ccc(-c4cccc(C#N)c4)cc3[C@H]21	8	-23	-5	-2.3	23	-3	4[16.7 µM]
Cc1noc(C)c1NC(=O)N(C)C[C@H]1Oc2ccc(NC(=O)C3CC3)cc2C(=O)N([C@@H](C)CO)C[C@H]1C	-10	4	-2	-0.4	28	-3	-2[16.7 µM]
CCc1nnc(NC(=O)c2cc(-c3ccncc3)nc3ccccc23)s1	-16	0	-17	-0.4	-9	0	0
O=C(NCCC1=CCCCC1)C(=O)NCc1ccccc1	-56	5	.	.	4	.	.
COc1ccccc1N1CCN(C(=O)CSc2nc(N)cc(=O)[nH]2)CC1	.	-4	.	.	4	.	-1
COc1ccccc1NC(=O)C(C)OC(=O)CC1CCCC1 (centres undefined)	9	0	-3	1.0	11	4	1

Other results follow:
SMILES	PAX8 inh HTS	FN deposit inh	EWS-Fli inh	CFTR F508del cor	GSIS activator	DENV2 CPE rescue	miR-122 sensor
C=CCNC(=O)CSc1ncc2c(n1)-c1c(csc1SC)CC2	14	-3	2	-0.4	1	10	0
O=C1CSC(c2cccnc2)N1c1cccc(Cl)c1 (centres undefined)	3	1	1	-5.0	-18	-8	-5
CCOC(=O)c1ccc(S(=O)(=O)NNS(=O)(=O)c2ccc(C)cc2)cc1	3	0	6	4.7	4	-2	-4
Cc1ccnc(SC2CC(=O)N(c3ccc(F)cc3)C2=O)n1 (centres undefined)	2	-4	11	-0.2	3	5	5
COc1cc(OC)c(NC(=O)CCNS(=O)(=O)c2ccc3c(c2)CC(C)N3C(C)=O)cc1Cl (centres undefined)	12	3	0	-0.6	-7	7	3
CN(C)CC#Cc1ccc([C@H]2[C@@H](CO)N3CCCCN(C(=O)NC4CCCC4)C[C@@H]23)cc1	9	.	-9	-2.5	6	13	4[16.7 µM]
O=C(C(=O)N1CCCCC1)c1cn(CC(=O)N2CCCCCC2)c2ccccc12	27	-5	.	-0.3	-14	14	.
Cc1ccc(S(=O)(=O)c2c(C)cc(-c3ccccc3)[nH]c2=O)cc1	7	4	.	.	.	.	-3
Cc1ccc(S(=O)(=O)N(C)C[C@H]2Oc3c(NC(=O)C4CCCCC4)cccc3C(=O)N([C@@H](C)CO)C[C@H]2C)cc1	15	.	-2	1.0	.	-19	11[16.7 µM]
NC(=O)C1CCN(c2nc(-c3ccccc3-c3ccccc3)cs2)CC1	20	-6	6	-2.6	-28	-7	-5
CSc1ccc(S(=O)(=O)N2CCC(C(=O)NCc3ccccn3)CC2)cc1	-13	0	11	-2.2	1	?	.
COc1ccc(N(CC(=O)N/N=C/c2ccc3c(c2)OCO3)S(=O)(=O)c2ccc(NC(C)=O)cc2)cc1	-4	-11	19	-0.9	7	0	.
